TbHK1 inh – Trypanosoma brucei hexokinase 1 inhibitors, primary screen, biochemical, G6PDH-coupled NADH absorbance, MLSCN library. hexokinase 1 [Trypanosoma brucei]. recombinant TbHK1, G6PDH-coupled NADH A340. hit rate 0.11% among 220,000. inhibition, % at 10 µM;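 active means inhibition of 50% or more in the single-dose primary screen; inactive means inhibition below 50%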
p97 inhibitor – inhibitors of human p97 ATPase, primary screen, biochemical; recombinant p97 ATPase, Kinase-Glo ATP luminescence, 3 h; hit rate 0.42% among 220,000; Transitional endoplasmic reticulum ATPase (Homo sapiens), P55072; inhibition, % at 8 µM; in the data active means inhibition above about 15%;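 further: 0% = DMSO vehicle and 100% = wells lacking enzyme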
m-calpain inh – inhibitors of pig calpain II, primary screen, biochemical, fluorogenic peptide substrate, 1536-well; hit rate 0.37% among 220,000; inhibition, % at 16 µM; purified calpain II, 30 min;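 active means inhibition above about 50%, limit read from the data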
EBV gp42 inh – Epstein-Barr virus gp42 inhibitors, primary screen, biochemical, uHTS, fluorescence polarization; Glycoprotein 42 (Epstein-Barr virus (strain AG876)), Q1HVG2; Fluorescence polarization binding assay, mP read-out; inhibition, % (tested at 21.74 µM); hit rate 0.42% among 220,000; in the data active means inhibition above about 50%
Target sequence (Q1HVG2 whole entry, looked up): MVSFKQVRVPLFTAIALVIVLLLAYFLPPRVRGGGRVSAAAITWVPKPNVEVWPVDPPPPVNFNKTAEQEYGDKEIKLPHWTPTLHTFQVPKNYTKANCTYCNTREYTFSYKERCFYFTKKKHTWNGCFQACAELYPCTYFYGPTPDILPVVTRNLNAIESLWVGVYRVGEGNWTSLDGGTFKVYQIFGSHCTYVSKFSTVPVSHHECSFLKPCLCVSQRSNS
RBBP9 inhibitor – human RBBP9 inhibitors, primary screen, biochemical, fluorescence polarization, FP-Rh probe, HTS; inhibition, % at 7.94 µM; AID 1515, 2009; recombinant RBBP9; hit rate 0.2% among 220,000;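 active means inhibition above the campaign mean of all tested compounds plus 3 SD, cut at about 14% in these data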;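 further: plate controls were DMSO wells with RBBP9 for no effect and wells lacking RBBP9 protein for full effect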
Target sequence (O75884 whole entry, looked up): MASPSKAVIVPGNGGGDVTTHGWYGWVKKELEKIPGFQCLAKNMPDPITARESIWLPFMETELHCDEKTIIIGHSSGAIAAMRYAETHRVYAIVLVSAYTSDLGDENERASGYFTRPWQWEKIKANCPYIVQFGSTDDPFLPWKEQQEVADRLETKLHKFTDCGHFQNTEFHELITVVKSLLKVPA
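System: RBBP9 protein / Quantity: 2.5 µM RBBP9 dispensing solution, before mixing / Also added: Serine-hydrolase probe FP-Rh, 375 nM pre-mixing / Dosing: 7.94 µM single dose, 0.794% DMSO / Timing: enzyme-compound preincubation 30 min, then probe labeling 45 min, 25 °C / Signal: FP readout at 525/598 nm / Controls: DMSO-treated enzyme wells and wells lacking RBBP9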
Runt-SMMHC FRET – inhibitors of RUNX1 Runt–CBFb-SMMHC binding, primary screen, biochemical, FRET, Cerulean-Runt, Venus-CBFb-SMMHC, uHTS; AID 1434, 2008; hit rate 0.74% among 220,000; Cerulean-Runt/Venus-CBFb-SMMHC FRET ratio 530/480, 1 h; Runt-related transcription factor 1 (Homo sapiens) + Core-binding factor subunit beta …; inhibition, % at 20 µM;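 active means mean inhibition across duplicate retests at 20 µM reaching about 50%, limit read from the data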;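 further: 0% = DMSO wells and 100% = wells with excess untagged CBFb-SMMHC; inhibitors lower the FRET ratio by blocking Runt binding to CBFb-SMMHC; some results filed as inactive read as strong as hits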
NCF1 inh – p47phox/p22phox peptide binding inhibitors, primary screen, biochemical, uHTS, NADPH oxidase regulatory subunit | fluorescence polarization, 2 h | inhibition, % at 24.7 µM | hit rate 0.53% among 220,000;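 active means inhibition above about 30%, limit read from the data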;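 further: 0% = p47phox with labelled peptide and 100% = labelled peptide alone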
Target sequence (P14598 whole entry, looked up): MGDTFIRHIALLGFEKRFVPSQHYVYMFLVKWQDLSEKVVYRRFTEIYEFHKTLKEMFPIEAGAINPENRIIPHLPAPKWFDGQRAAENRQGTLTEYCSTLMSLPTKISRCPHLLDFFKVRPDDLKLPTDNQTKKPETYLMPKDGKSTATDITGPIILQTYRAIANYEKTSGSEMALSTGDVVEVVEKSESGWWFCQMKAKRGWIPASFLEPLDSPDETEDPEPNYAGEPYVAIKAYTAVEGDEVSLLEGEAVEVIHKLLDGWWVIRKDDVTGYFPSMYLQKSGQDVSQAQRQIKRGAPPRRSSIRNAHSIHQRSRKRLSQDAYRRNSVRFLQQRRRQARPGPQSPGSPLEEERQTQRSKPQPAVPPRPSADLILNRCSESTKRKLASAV
Furin inh – human furin inhibitors, primary screen, biochemical, fluorescence intensity. P09958. hit rate 0.061% among 220,000. AID 463115, 2010. purified furin, fluorogenic substrate cleavage. inhibition, % at 30 µM; in the data active means inhibition above about 25%; further: inactives centre near -15
Runt-CBFb FRET – inhibitors of RUNX1 Runt–CBFb binding, primary screen, biochemical, FRET, Cerulean-Runt, Venus-CBFb, uHTS | inhibition, % at 20 µM | AID 1496, 2009 | hit rate 0.46% among 220,000 | Cerulean-Runt/Venus-CBFb FRET ratio 530/480, 1 h | Runt-related transcription factor 1 (Homo sapiens) + Core-binding factor subunit beta …;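 active means inhibition over about 50% at 20 µM in the single-dose screen, limit read from the data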;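 further: 0% = DMSO wells and 100% = excess unlabeled CBFb competitor control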
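Doses: 20 µM compound in 1% DMSO | Material: Cerulean-labeled Runt domain protein | Amount: Each fluorescent fusion protein 100 nM | Schedule: Two 1 h room-temperature incubations shielded from light | Measured by: FRET fluorescence | Evaluation: Loss of energy transfer signal | Controls: Unlabeled CBFb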
Numbers without * were called inactive; . = not tested or not shown; [ ] = dose if it differs, or a comment.

SMILES	TbHK1 inh	p97 inhibitor	m-calpain inh	EBV gp42 inh	RBBP9 inhibitor	Runt-SMMHC FRET	NCF1 inh	Furin inh	Runt-CBFb FRET
COCCOc1cc(NC(=O)CS(=O)(=O)CC(=O)N(C)C)c(Cl)cc1Cl	2	3	0	-12	-1	1	-7	-22	1
CCOc1ccc2oc(C(=O)OCC(=O)NC3CC3)c(C)c2c1	0	4	-91	-3	-6	2	-2	-17	-2
Cc1ccc(C(=O)COC(=O)c2cccc(NC(=O)c3ccc([N+](=O)[O-])cc3[N+](=O)[O-])c2)cc1	10	2	-54	-19	-5	-10	3	-7[20 µM]	-1
CC(=O)c1ccc(NC(=O)C(C)Nc2ccc(Cl)cc2)cc1 (centres undefined)	3	4	38	-13	-6	-1	-13	-26	0
CCCN(CCC)CCNC(=O)C1c2ccccc2C(=O)N(CCOC)C1c1ccc(F)cc1 (centres undefined)	1	-7	1	-24	-6	-2	-11	-20[20 µM]	1
Cc1cccc(C(C)(C)C)c1OCCN1CCCC1	0	0	-3	-3	-5	-3	0	-23	-1
COc1cccc(CC2CC(=O)N(c3ccc4c(C)cc(=O)oc4c3)C2=O)c1 (centres undefined)	-6	0	2	-14	-4	-2	-6	-24	-2
CCOc1ccccc1NC(=O)c1ccc2nccnc2c1	-1	-8	7	-3	-9	2	-1	-7	-2
O=C(N/N=C/c1cc([N+](=O)[O-])cc([N+](=O)[O-])c1O)/C(=C\c1cccs1)NC(=O)c1ccccc1	-14	9	-67	-7	0	-6	-9	5	-4
CSc1ccccc1NC(=O)Nc1ccccc1	2	-2	-20	-12	-7	-2	-8	-29[20 µM]	1
Clc1ccc(-c2cnc3n2CCCCC3)cc1	-1	0	2	3	-9	3	0	-15	1
COc1ccc(CCC(=O)N2CC(C)OC(C)C2)cc1 (centres undefined)	6	6	11	-32	-2	159	-17	-21[20 µM]	-3
CCN(CC)CCCNCC(=O)Nc1ccc(OC)c(Cl)c1	-1	-5	22	-8	5	-1	0	-8	0
COC(=O)CN1C(=O)C(O)(CC(=O)c2ccc(Br)cc2)c2ccccc21 (centres undefined)	1	1	-3	4	-6	-2	-4	-30	2
O=C(CSc1cccc(C(F)(F)F)c1)NC(=O)NCc1ccco1	6	6	-50	-12	-10	6	-16	-18	13
C/C(=N\NC(=O)CSc1nc(C)cc(C)n1)c1cccc([N+](=O)[O-])c1	-4	-5	9	3	-8	0	-4	-12	-1
COc1ccc(NC(=O)Nc2nc(C)cc(C)n2)c(OC)c1	-2	6	-15	-2	-10	-2	0	-8	-1
CC(=O)NC(CCCNC(=S)NC1CCCCC1)C(=O)O (centres undefined)	9	0	26	-3	6	1	-2	-15	-1
COc1ccc(NC(=O)c2cc3c(=O)n(C)c4ccccc4c3n2C)cc1OC	-40	-8	-197	-8	-3	-2	-8	-29	4
O=C(Nc1cccc(F)c1)Nc1ccc2c(c1)C(=O)OC2	-9	3	-11	-6	4	-1	-21	-15	2

Next part, overlapping the part above by two compounds.
SMILES	TbHK1 inh	p97 inhibitor	m-calpain inh	EBV gp42 inh	RBBP9 inhibitor	Runt-SMMHC FRET	NCF1 inh	Furin inh	Runt-CBFb FRET
COc1ccc(NC(=O)c2cc3c(=O)n(C)c4ccccc4c3n2C)cc1OC	-40	-8	-197	-8	-3	-2	-8	-29	4
O=C(Nc1cccc(F)c1)Nc1ccc2c(c1)C(=O)OC2	-9	3	-11	-6	4	-1	-21	-15	2
C/C(=N\NC(=O)c1cc2ccccc2cc1O)c1ccc2c(c1)OCO2	-12	-1	-5	-9	-3	-54	-3	-23[20 µM]	-4
O=C(CC1OC(=O)c2ccccc21)NC1CCCCC1 (centres undefined)	-4	2	-20	-4	-9	-1	-12	-16	-3
Cc1csc(NC(=O)NC2(C(F)(F)F)Oc3ccccc3O2)n1	1	2	0	-9	-2	3	-4	-20	2
CSc1ccccc1NC(=O)COc1ccccc1Cl	4	-9	31	-12	2	-1	-6	-11[20 µM]	-1
COCC(=O)Nc1c(C(=O)Nc2cccc(OC)c2)oc2ccccc12	2	2	21	6	-1	-2	4	-17	-5
CCSC(=O)N(CC)CC(=O)Nc1c(CC)cccc1CC	-3	5	23	-12	-6	-1	-5	17[20 µM]	2
O=S(=O)(c1ccc2ccccc2c1)N1CCN(C(=S)Nc2ccc(F)c(Cl)c2)CC1	11	9	-32	-7	-19	0	-14	-14	1
CC1(C)Cc2c(sc(NC(=O)c3ccccc3)c2C(=O)O)CO1	-20	7	15	-15	-7	-2	-9	-18	0
Cc1ccn2cc(-c3ccc(NS(=O)(=O)c4ccccc4)cc3)nc2c1	0	8	-25	-20	-2	-4	-8	-20	-2
COc1ccc(-c2cccc(C3CC=CC4C3C(=O)N(Cc3ccccc3)C4c3ccc(OC)c(Cl)c3)c2)cc1 (centres undefined)	-7	.	-62	-34	.	-4	-11	-29	-2
O=C(CCNc1ccc(F)cc1)c1ccco1	3	-4	-12	2	2	-1	-7	-20[20 µM]	2
O=C(CSc1ncccn1)NC1CCCc2ccccc21 (centres undefined)	-3	3	-9	-3	-6	-8	-2	-27	-2
CCOC(=O)c1cc2c(=O)n3ccccc3nc2n(CCCOC)c1=NC(=O)c1cccnc1	-6	-7	-94	-13	-8	88*	-10	-8[20 µM]	133*
CCOCCCNC(=O)C1CCN(C(=O)Nc2ccc(Cl)cc2)CC1	1	-2	3	-19	-6	2	3	-25[20 µM]	2
COc1cc(/C=N/NC(=O)c2ccncc2)ccc1OC(=O)c1ccc([N+](=O)[O-])cc1	-8	0	-1	-16	7	-10	-5	0[20 µM]	-1
O=c1[nH]c2ccccc2n1Cc1ccc(Cl)cc1	-5	-5	41	0	-9	-2	-2	-13[20 µM]	1
COc1ccc(CC(=O)Nc2ccc(N3CCN(c4ccc(OC)cc4)CC3)c(C#N)c2)cc1	1	4	-61	-15	-6	-2	-11	-12	0
Cc1ccc(C(=O)Cn2nnc(-c3ccccc3)n2)cc1	-9	-3	-9	-29	3	2	-7	-8	0
CC(C)CCNC(=O)c1ccc(C2SCC(=O)N2Cc2ccco2)cc1 (centres undefined)	-1	3	-19	-14	-9	8	-23	-15[20 µM]	-1
COc1ccc(Cl)cc1NC(=O)c1[nH]nc(OC)c1[N+](=O)[O-]	-9	3	-18	4	-6	-1	10	-10	1
CCCC(=Nc1ccccc1OC)C1=C(O)CC(c2ccccc2)CC1=O (centres undefined)	-10	-5	15	-6	-4	3	4	-16	-1
O=C(NCc1ccccn1)C1COc2ccccc2O1 (centres undefined)	-1	2	-5	-11	-1	-2	-11	-14	-1
O=C(c1ccccc1)c1n[nH]c(-c2ccccc2)cc1=O	-6	4	-5	-11	1	1	-11	-21	-3
COC(=O)COc1cccc2c(=O)n(CC(=O)NCc3ccccc3)ccc12	-21	2	-15	-2	4	0	-4	-17	0
COC(=O)CSC1=C(C#N)C(=O)NC(c2ccccc2)S1 (centres undefined)	-51	0	-1	-14	-1	-4	-7	-9[20 µM]	9
CCOC(=O)C(C)Sc1nc(=O)n2cc(C)ccc2n1 (centres undefined)	-15	8	-15	-16	1	2	-1	-10	0
O=C(Cc1cccs1)NCc1ccc2c(c1)OCO2	-1	-3	-3	-20	-2	-4	-11	-21[20 µM]	-2
CCC1=C(OC(=O)N(CC)CC)N2C(=O)OC(=NCC3CC3)[C@]2(C)[C@H]2C1=CC[C@H]1C(=O)N(CC(=O)OC)C(=O)[C@H]12	-19	.	-1	-12	.	-1	-18	-31	-4
COc1c(C)cccc1C(=O)Nc1cc(Cl)ccc1N1CCOCC1	-2	-6	36	19	7	0	-10	-13[20 µM]	1
CNc1c(C(=O)O)ccc2c1C(=O)c1ccccc1C2=O	-10	-3	12	15	0	2	18	-4	4
CC(C)(C)NC(=O)CSc1nnc(CN2CCCCCC2=O)n1-c1ccccn1	0	2	-29	-14	-9	4	-6	-9	-2
O=C(NC(=O)c1ccccc1O)c1ccc(C(F)(F)F)cc1	-12	4	28	-15	1	-5	-10	-18	3
COC(=O)c1cc(NCc2cccs2)ccc1N1CCOCC1	-2	5	-3	-5	-4	-1	1	-25	8

Nothing new here: 14 of the compounds above.
SMILES	TbHK1 inh	p97 inhibitor	m-calpain inh	EBV gp42 inh	RBBP9 inhibitor	Runt-SMMHC FRET	NCF1 inh	Furin inh	Runt-CBFb FRET
COc1ccc(CC(=O)Nc2ccc(N3CCN(c4ccc(OC)cc4)CC3)c(C#N)c2)cc1	1	4	-61	-15	-6	-2	-11	-12	0
Cc1ccc(C(=O)Cn2nnc(-c3ccccc3)n2)cc1	-9	-3	-9	-29	3	2	-7	-8	0
CC(C)CCNC(=O)c1ccc(C2SCC(=O)N2Cc2ccco2)cc1 (centres undefined)	-1	3	-19	-14	-9	8	-23	-15[20 µM]	-1
COc1ccc(Cl)cc1NC(=O)c1[nH]nc(OC)c1[N+](=O)[O-]	-9	3	-18	4	-6	-1	10	-10	1
CCCC(=Nc1ccccc1OC)C1=C(O)CC(c2ccccc2)CC1=O (centres undefined)	-10	-5	15	-6	-4	3	4	-16	-1
O=C(NCc1ccccn1)C1COc2ccccc2O1 (centres undefined)	-1	2	-5	-11	-1	-2	-11	-14	-1
O=C(c1ccccc1)c1n[nH]c(-c2ccccc2)cc1=O	-6	4	-5	-11	1	1	-11	-21	-3
COC(=O)COc1cccc2c(=O)n(CC(=O)NCc3ccccc3)ccc12	-21	2	-15	-2	4	0	-4	-17	0
COC(=O)CSC1=C(C#N)C(=O)NC(c2ccccc2)S1 (centres undefined)	-51	0	-1	-14	-1	-4	-7	-9[20 µM]	9
CCOC(=O)C(C)Sc1nc(=O)n2cc(C)ccc2n1 (centres undefined)	-15	8	-15	-16	1	2	-1	-10	0
O=C(Cc1cccs1)NCc1ccc2c(c1)OCO2	-1	-3	-3	-20	-2	-4	-11	-21[20 µM]	-2
CCC1=C(OC(=O)N(CC)CC)N2C(=O)OC(=NCC3CC3)[C@]2(C)[C@H]2C1=CC[C@H]1C(=O)N(CC(=O)OC)C(=O)[C@H]12	-19	.	-1	-12	.	-1	-18	-31	-4
COc1c(C)cccc1C(=O)Nc1cc(Cl)ccc1N1CCOCC1	-2	-6	36	19	7	0	-10	-13[20 µM]	1
CNc1c(C(=O)O)ccc2c1C(=O)c1ccccc1C2=O	-10	-3	12	15	0	2	18	-4	4
